IL-1B inflam inh: qHTS for Inhibitors of Inflammasome Signaling: IL-1-beta AlphaLISA Primary Screen | activity change, % at 57.5 µM | THP-1 LPS/ATP IL-1B secretion, AlphaLISA, 16 h; hits give low values | 360,000 compounds, 4.7% hits; in the data active means activity change below about -50%; inconclusive means mostly about -30% to -49%; further: on the % scale 0 is the no-effect control and ±100 the full control effect
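Secreted IL-1B measured by AlphaLISA bead assay after 16 h compound exposure of THP-1 cells; compounds (final up to 57.5 uM) added 1 h before LPS (250 ng/mL) and ATP (1.25 mM) stimulation; lower signal means less secretion.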
KB-V1 cytotox: qHTS assay for MDR1-selective chemotherapeutics: Primary screen using the drug-selected MDR subline cells KB-V1. AID 1347076, 2019. Potency, µM (series often up to 46.1 µM), for inactives: at the top dose activity change, negative = cytotoxicity, most hits filed as cytotoxic. KB-V1 MDR cells viability, CellTiter-Glo, 72 h. 400,000 compounds, 3.4% hits; further: potency means the concentration at half of the fitted maximal effect; on the % scale 0 is the no-effect control and ±100 the full control effect; nearly all actives have a fitted effect of over 60% in size
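Cells of the MDR subline KB-V1 are plated, dosed with compound at multiple concentrations, and incubated 72 h at 37 degrees C; CellTiter-Glo is then added and luminescence read after 10 min.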
HT1080-NT tox: qHTS for induction of synthetic lethality in tumor cells producing 2HG: qHTS for the HT-1080-NT fibrosarcoma cell line. HT-1080-NT fibrosarcoma viability, CellTiter-Glo ATP luminescence, 48 h. Potency, µM (series often up to 46.1 µM), without a hit: at the top dose activity, negative = less viability, actives largely listed as cytotoxic. 360,000 compounds, 1.6% hits;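 further: NT is the 2HG producing partner of a matched IDH1 knockdown line; potency means the concentration at half of the fitted maximal effect; 0% = DMSO-treated cells and -100% = media-only wells without cells; nearly all actives have a fitted effect of over 55% in size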
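Fibrosarcoma NT cells, 750 per well in 5% FBS RPMI, were exposed to compound for 48 hours. Viability: CellTiter-Glo luminescence.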
HT1080 IDH1KD tx: qHTS for induction of synthetic lethality in tumor cells producing 2HG: qHTS for the HT-1080-IDH1KD cell line; HT-1080 IDH1 knockdown viability, ATP luminescence, 48 h; Potency, µM (titrated, usually from 46.1 µM), without a hit: at the highest dose activity, negative = toxicity, usual class: cytotoxic; 360,000 compounds, 2% hits; AID 686971, 2013;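 further: potency means the concentration at half of the fitted maximal effect; 0% = DMSO wells and -100% = cell-free medium wells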
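Luminescent ATP read-out (CellTiter-Glo, 10 min at room temperature) after 48 h compound exposure at 37 °C gave viability of IDH1-knockdown HT-1080 cells. Activity was normalised to DMSO and cell-free wells, then fitted as concentration-response curves.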
KB-3-1 tox: qHTS assay for MDR1-selective chemotherapeutics: Primary screen using the parental adenocarcinoma cell KB-3-1 | KB-3-1 viability, CellTiter-Glo ATP luminescence, 72 h | Potency, µM (titrated, usually from 46.1 µM), without a hit: at the top dose activity change, negative = cytotoxic, actives largely listed as cytotoxic | 400,000 compounds, 1.4% hits; further: potency means the concentration at half of the fitted maximal effect; on the % scale 0 is the no-effect control and ±100 the full control effect; nearly all actives have a fitted effect of over 60% in size
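Cells are dispensed, compounds pinned in, plates held at 37 °C for 72 h, then CellTiter-Glo is added and luminescence read after 10 minutes. Cell line: parental KB-3-1 in phenol-red-free DMEM, 10% FBS.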
HEK293 tox: qHTS of GLP-1 Receptor Inverse Agonists: Cytotox Screen. HEK293 cAMP-luciferase reporter cells, luminescence, 24 h. Potency, µM (series often up to 38.3 µM), for the others: at the top dose activity change, negative = inhibition, usual class: inhibitors. 410,000 compounds, 0.13% hits. AID 624418, 2012;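 further: loss of luciferase light is scored as toxicity; potency means the concentration at half of the fitted maximal effect; on the % scale 0 is the no-effect control and ±100 the full control effect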
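Seeding density was 200 cells/uL; after overnight-length (12 h) culture, 23 nL compounds went on for 24 h at 37 °C. Readout used a luciferase detection reagent, luminescence taken after 12 min at room temperature.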
SW480 rereplic: A quantitative high throughput screen for small molecules that induce DNA re-replication in SW480 colon adenocarcinoma cells. SW480 DNA re-replication, Hoechst DNA content imaging, 48 h. Potency, µM (titrated, usually from 46.1 µM), without a hit: at the highest dose re-replication activation, actives largely listed as activators. 340,000 compounds, 1.8% hits. AID 624297, 2012; further: potency means the concentration at half of the fitted maximal effect; % of control where 0% means no effect; nearly all actives have a fitted effect of over 55% in size
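Readout is total intensity of Hoechst-stained nuclei, excited at 405 nm and collected at 500-530 nm. Compound treatment lasted 48 hr at 37 C in 5% CO2 before staining.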
MCF10A rerep: A quantitative high throughput screen for small molecules that induce DNA re-replication in MCF 10a normal breast cells; MCF 10A DNA re-replication, Hoechst nuclear intensity, 48 h; Potency, µM (highest dose often 46.1 µM), for the others: at the top dose activity, positive = re-replication, hits mostly activators; 350,000 compounds, 2.9% hits; AID 624296, 2012; further: potency means the concentration at half of the fitted maximal effect; % of control where 0% means no effect; nearly all actives have a fitted effect of over 50% in size
D3 ag: qHTS of D3 Dopamine Receptor Agonist: qHTS; D3R DiscoveRx beta-arrestin cells, luminescence, 90 min; max activation, %; D(3) dopamine receptor (Homo sapiens), P35462; 410,000 compounds, 0.58% hits; AID 652048, 2013; in the data active means max activation above about 30%; further: 0% is about no effect; mostly tested at two doses, the higher about 12 µM
Target sequence (P35462 whole entry, looked up): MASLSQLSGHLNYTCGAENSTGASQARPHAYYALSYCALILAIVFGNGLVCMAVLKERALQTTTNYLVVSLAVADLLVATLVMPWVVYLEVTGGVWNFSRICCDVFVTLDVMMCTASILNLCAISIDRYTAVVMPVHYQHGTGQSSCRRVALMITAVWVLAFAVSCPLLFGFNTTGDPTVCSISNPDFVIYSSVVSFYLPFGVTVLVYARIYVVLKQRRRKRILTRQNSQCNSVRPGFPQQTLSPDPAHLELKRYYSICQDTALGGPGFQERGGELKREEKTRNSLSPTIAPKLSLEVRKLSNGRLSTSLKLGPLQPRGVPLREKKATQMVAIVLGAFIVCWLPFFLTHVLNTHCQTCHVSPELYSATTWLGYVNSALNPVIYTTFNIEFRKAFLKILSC
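Cells at 1500/well, incubated overnight, then treated with pinned compounds (dopamine as control) for 90 min at 37 degrees C. DiscoveRx reagent added for 30 - 60 minutes at room temperature; luminescence read.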
An asterisk follows results filed as active; ? = inconclusive; · = no result given; & = joins results of further samples; [ ] = dose if it differs, or a comment. Unless noted, the call rests on the fitted dose curve; in most records, active means well fitted curve in the direction sought with a large enough effect; inconclusive means small, poorly fitted or top-dose-only effect, or another doubt; inactive means no such curve, though single readings can be large; an effect the other way counts as inactive or inconclusive.

canonical_smiles	IL-1B inflam inh	KB-V1 cytotox	HT1080-NT tox	HT1080 IDH1KD tx	KB-3-1 tox	HEK293 tox	SW480 rereplic	MCF10A rerep	D3 ag
CC(Nc1ncnc2ccccc12)c1ccccc1 (stereo not drawn)	-14	?	?	-5%	-18%	-3%	?	23%	4
CCn1nc(NS(=O)(=O)c2ccccc2[N+](=O)[O-])c2cc3ccc(C)cc3nc21	9	0%	3%	-13%	12%	-11%	-6%	0%	-8
Cc1c(C(=O)OCc2ccccc2)nnn1-c1nonc1N	4	25%	26%	15%	-13%	8%	-1%[9.22 µM]	-1%	0
CCc1ccc(-c2cc(C)no2)cc1S(=O)(=O)NCCc1ccc(S(N)(=O)=O)cc1	0	3%	-3%	-22%	-12%	-9%	82%	-2%	4
O=C(Nc1cc(S(=O)(=O)N2CCCCC2)ccc1Oc1ccccc1)C1=COCCO1	-8	-54%	1%	-1%	?	1%	6%	-16%	-2
CCCN(CCC)C(=O)Cn1c(=O)n(-c2ccc(CC)cc2)c(=O)c2c3c(sc21)CCC3	·	-2%	·	·	-17%	-12%	·	·	-13
COc1cccc(NC(=O)c2nc(SC)ncc2Cl)c1	28	?	4%	-2%	13%	1%	-2%	7%	-4
CC(C)CN1CCN(Cc2c[nH]c3ccccc23)CC1CCO (stereo not drawn)	-8	6%	8%	12%	18%	3%	8%	-2%	-12
O=c1cnc(-c2ccc(Cl)cc2)cn1O	-1	16%	-6%	0%	-1%	2%	-84%[inhibitor]	-6%	2
CCOC(=O)c1c(NC(=S)Nc2ccccc2)sc2c1CCN(CC)C2	-14	5%	19%	20%	1%	311%[activator]	0%	-1%	-8
Cc1cccc(-n2ncc3c(N4CCCC4)ncnc32)c1	-7	-11%	4%	13%	-5%	-14%	-3%	2%	3
Cc1ccc(Cn2c(SCCN3CCOCC3)nc3c2c(=O)n(C)c(=O)n3C)cc1	-7	0%	-12%	0%	-13%	6%	-3%	-28%	-14
Cc1cccc(C(=O)NCCCN2CCCC2=O)c1	-1	3%	2%	0%	0%	9%	13%[9.22 µM]	-21%	-4
CCCn1c(-c2ccc(C(=O)OC)cc2)nc2c1c(=O)[nH]c(=O)n2Cc1ccccc1	45	-14%	12%	-2%	10%	-2%	10%	7%	6
CCC(c1nnnn1CCc1ccccc1)N(Cc1ccco1)Cc1cc2c(C)ccc(C)c2[nH]c1=O (stereo not drawn)	?	?	-3%	-15%	?	-25%	?	6%	2
C/C(=N\NC(=O)COc1cccc(Br)c1)c1ccc2c(c1)OCCO2	-30	0%	-1%[9.24 µM]	-6%	19%	-3%	-3%	-3%	4
CCOc1ccccc1NC1(c2ccccc2)C(=O)c2ccccc2C1=O	·	11%	·	·	-1%	-4%	·	·	3
O=C(O)CC(CC(=O)Nc1ccc2ccccc2n1)c1ccccc1 (stereo not drawn)	·	1%	13%	6%	-7%	24%	-22%	0%	7
CCCOC(=O)c1ccc(OCC(O)CN2CCN(C(=O)c3ccccc3)CC2)cc1 (stereo not drawn)	-21	-1%	-9%	-8%	-10%	-13%	-5%	24%	2
CCN(CC)C(=O)c1ccc2c(c1)N(Cc1ccc(C(F)(F)F)cc1)C(=O)c1ccccc1S2	·	-3%	·	·	-23%	-13%	·	·	-14
CCCOc1c(OC)cccc1C1CC(=O)Nc2cc3c(cc21)OCO3 (stereo not drawn)	2	16µM*	?	-9%[9.24 µM]	10µM*	11%	16µM*	5.8µM*	-2
O=C(Nc1ccccc1)Nc1sccc1-c1nc2ccccc2s1	·	3%	-17%	-25%	-7%	-1%	12%	?	4
CCCc1nc(C)c(-c2ccc(OC)c(OC)c2)c(=O)[nH]1	6	4%	8%	9%	8%	14%	-1%	-11%	-6
COc1cccc(/C=C2/SC(=S)N(CC(=O)Nc3nnc(C)s3)C2=O)c1	23	-2%	21%	-1%	-1%	3%	-3%	?	-1
N/C(=N\C(=S)Nc1ccc2c(c1)OCO2)c1ccccc1	7	0%	-19%	-12%	0%	-13%	·	·	-5
CCCc1cc2c(cc1NC(=O)c1ccc(C)cc1)OCO2	26	-2%	-1%	-7%	3%	1%	-4%	17%	4
COc1ccc(-c2cccc(C3CC=CC4C3C(=O)N(Cc3ccccc3)C4c3ccc(OC)c(Cl)c3)c2)cc1 (stereo not drawn)	33	-14%	-13%	-12%	-11%	?	-1%	13%	11
COc1ccc(N2CCN(C(c3cccs3)C(C)NC(=O)C(=O)N3CCCCC3)CC2)cc1 (stereo not drawn)	5	-11%	0%	-2%	-8%	7%	-17%	1%	5
NS(=O)(=O)c1ccc(NC(=O)COC(=O)c2ccc(Cl)cc2[N+](=O)[O-])cc1	0	4%	0%	1%	-3%	1%	?	11%	3
CC(C)c1ccc(OCCCN2CCCC2)cc1	11	22%	-1%	0%	-3%	6%	-1%	?	-6

Record cards, as listed above. Order of values: IL-1B inflam inh	KB-V1 cytotox	HT1080-NT tox	HT1080 IDH1KD tx	KB-3-1 tox	HEK293 tox	SW480 rereplic	MCF10A rerep	D3 ag
C/C(=N\NC(=O)COc1cccc(Br)c1)c1ccc2c(c1)OCCO2 in the list: -30	0%	-1%[9.24 µM]	-6%	19%	-3%	-3%	-3%	4
CCCOc1c(OC)cccc1C1CC(=O)Nc2cc3c(cc21)OCO3 (stereo not drawn) in the list: 2	16µM*	?	-9%[9.24 µM]	10µM*	11%	16µM*	5.8µM*	-2

More entries.
canonical_smiles	IL-1B inflam inh	KB-V1 cytotox	HT1080-NT tox	HT1080 IDH1KD tx	KB-3-1 tox	HEK293 tox	SW480 rereplic	MCF10A rerep	D3 ag
O=C1Cc2ccccc2C(=O)N1Cc1cccc(Cl)c1	1	0%	16%	19%	4%	6%	-5%	-5%	4
CCCCNC(=O)O[C@H]1C[C@@H]2CCN3C(=O)CCC[C@H]([C@H]1CC)[C@H]23	3	2%	6%	?	8%	-1%	35%[9.22 µM]	2%	12
CN(C)CCCNC(=O)C(=O)NCC1OCCN1S(=O)(=O)c1cccs1 (stereo not drawn)	9	·	0%	-2%	·	2%	3%	-2%	1
Cc1nn(C)c(C(=O)N2CCN(C(=O)c3ccco3)CC2)c1[N+](=O)[O-]	6	?	19%	26%	0%	-11%	-1%	-1%	0
COc1cc(C(Nc2ccc(S(=O)(=O)N3CCC(C)CC3)cc2)C(=O)NCC2CCCO2)cc(OC)c1OC (stereo not drawn)	-8	-6%	-15%	-11%	25%	-10%	-2%&3%	-5%&-6%	-5
N#Cc1cc2c(=O)n3ccccc3nc2n(-c2nnc(SCc3ccccc3Cl)s2)c1=O	·	7%	·	·	14%	55%[activator]	·	·	1
Cc1ccc(C)c(NC(=O)Cc2nc(CNCC(C)C)cs2)c1	4	-13%	-10%	-10%	26%	?	10%	1%	-10
C=CCn1c(C)cc(C(=O)COC(=O)c2ccc(N)c([N+](=O)[O-])c2)c1C	-7	-27%	1%	-7%	-10%	-27%	-5%	5%	6
CCC(Oc1ccccc1)C(=O)N1CCN(C(=O)C(CC)Oc2ccccc2)CC1 (stereo not drawn)	-3	-11%	13%	10%	3%	12%	2%	?	18
COc1cccc(-c2csc(N3CCN(CC(=O)NNC(=O)c4ccc(Br)cc4)CC3)n2)c1	-24	?	?	?	?	4%	15µM*	-4%	4
CCOc1ccccc1NC(=O)N1CCC(n2nnc3cc(C)ccc32)CC1	-18	-6%	-1%	-4%	6%	1%	-1%	3%	0
COc1ccc(-n2cnc3c(N)nc(N)nc32)cc1	-4	-4%	3%	8%	0%	3%	1%	-1%	3
Cc1ccc([N+](=O)[O-])cc1NC(=O)CSc1n[nH]c(-c2cccnc2)n1	3	19%	14%	-8%	8%	14%	-13%	8%	-9
C=Cc1ccc(Cn2c(=O)n(C)c(=O)c3sccc32)cc1	-27	?	-25%	?	-26%	-10%	-4%	11%	-1
NS(=O)(=O)c1ccc(NC(=O)/C=C/c2ccccc2[N+](=O)[O-])cc1	27	-1%	3%	2%	11%	9%	-5%	?	3
CCOC(=O)C1CCCN(C(=O)CN2C(=O)C(CC)Oc3ccc(C)cc32)C1 (stereo not drawn)	28	-8%	3%	14%[9.24 µM]	-3%	?	2%	-1%	19
CCN(CC(=O)Nc1cccc(OC)c1)CC(=O)Nc1ccccc1C	5	-1%	-7%	-1%	9%	3%	-18%	9%	0
COc1ccc(CNC(=O)CCc2c(C)nn(-c3ccc(N4CCOCC4)nn3)c2C)cc1	·	-1%	·	·	2%	-13%	·	·	-10
COc1ccc(-c2ccc(SCC(=O)c3ccccc3)nn2)cc1OC	-8	?	0%	-24%	-8%	0%	?	?	13
Cc1cccc(-c2n[nH]c(=S)n2/N=C/c2ccco2)c1	13	2%	-1%	0%	-10%	-16%	-15%	-4%	-1
C=C1C(=O)[C@@]23[C@H](O)C[C@@H]4C(C)(C)CC[C@H](O)[C@@]4(C)[C@@H]2CC[C@@H]1[C@H]3O	?	-8%	15µM*	13µM*	-4%	?	?	0.52µM*	-15
O=C(NCc1ccncc1)C(=O)NCc1ccco1	7	-23%	13%	5%	5%	5%	-6%	8%	-1
CC1CCCCN1CCCNC(=O)c1ccc2c(c1)sc1nc(-c3ccc(F)cc3)cn12 (stereo not drawn)	·	21µM*	·	·	-1%	?	·	·	-22

Screening results as filed in PubChem BioAssay.
